m-calpain inh: inhibitors of pig calpain II, primary screen, biochemical, fluorogenic peptide substrate, 1536-well. purified calpain II, 30 min. inhibition, % at 16 µM. actives 0.37% (n = 220,000);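 active = inhibition above about 50%, limit read from the data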
Rad51 HR inh: human RAD51 strand exchange inhibitors, primary screen, biochemical, fluorescence; hRad51 DNA strand exchange, fluorescence dequenching; inhibition, % at 10 µM; actives 0.085% (n = 200,000);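 active = inhibition above 40% at the single screening dose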;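 note: 0% = DMSO control wells and 100% = blanks with heterologous ssDNA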
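Test system: preformed human Rad51 ssDNA filaments; also added: Donor/quencher-labelled 47-bp dsDNA substrate; doses: 10 µM final, single point; times: 37 °C 15-min filament assembly, 30-min compound preincubation, 15-min exchange; detection: FRET fluorescence dequenching, excitation 485 nm, emission 520 nm; read-out basis: Fluorescence-based percent inhibition, control- and blank-normalised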
L929 necroptosis: inhibitors of zVAD-triggered necroptosis, primary screen, L929 cells; actives 0.38% (n = 220,000); viability rescue, % at 10 µM; AID 1377, 2008; L929 zVAD necroptosis rescue, ATP luminescence, 24 h; with zVAD 60 µM;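 active = activation, scaled between plate controls, above about 75%, limit read from the data; inactive = activation under that limit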;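 note: 0% = zVAD with DMSO and 100% = DMSO alone without zVAD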
TNF necrop inh: inhibitors of TNF-alpha triggered necroptosis, primary screen, cell-based, Jurkat FADD-/-, single concentration; Jurkat FADD-/- TNF necroptosis rescue, ATP luminescence, 24 h; 0 = TNF only, 100 = no-TNF cells; activation (protection from cell death), % at 10 µM; actives 0.068% (n = 220,000); AID 463075, 2010;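 active = activation, meaning protection from cell death, of at least 50% relative to plate controls; inactive = activation below 50%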;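 note: necroptosis triggered by 40 ng/mL TNF-alpha added together with compound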
PERK inh: block of dimerizer-induced PERK translation repression, primary screen, PERK inhibitor project, CHO PERK-DD cells, SEAP luminescence, HTS. CHO PERK-DD fusion, SEAP luminescence translation reporter. actives 0.17% (n = 220,000). Eukaryotic translation initiation factor 2-alpha kinase 3 (Homo sapiens), Q9NZJ5. inhibition, % at 5.6 µM;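 active = inhibition above the mean inhibition of all tested compounds plus 3 SD, set separately per screening campaign, cut at about 2.9% in these data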;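 note: PERK kinase domain activated by AP20187 dimerizer at 100 nM; 0% = DMSO with dimerizer and 100% = rapamycin at 8.4 µM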
eIF4E 4G PPI: eIF4E–eIF4G protein interaction inhibitors, primary screen, biochemical, uHTS, TR-FRET, eIF4GI fragment; Eukaryotic translation initiation factor 4E (Mus musculus) + Eukaryotic translation …; TR-FRET eIF4E-eIF4GI(517-606) binding, 2 h; inhibition, % at 21.7 µM; actives 0.37% (n = 220,000);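 active = inhibition above about 30%, limit read from the data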;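 note: 0% = full FRET control wells and 100% = background wells lacking eIF4GI fragment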
Target sequence (P63073 whole entry, looked up, the tested form may be a part): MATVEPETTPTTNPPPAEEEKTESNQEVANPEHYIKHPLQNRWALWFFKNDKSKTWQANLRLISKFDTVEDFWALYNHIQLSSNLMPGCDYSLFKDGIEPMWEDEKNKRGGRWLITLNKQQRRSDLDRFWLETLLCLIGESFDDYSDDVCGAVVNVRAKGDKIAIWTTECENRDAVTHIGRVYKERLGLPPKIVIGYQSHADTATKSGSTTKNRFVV
Target sequence (Q04637 whole entry, looked up, the tested form may be a part): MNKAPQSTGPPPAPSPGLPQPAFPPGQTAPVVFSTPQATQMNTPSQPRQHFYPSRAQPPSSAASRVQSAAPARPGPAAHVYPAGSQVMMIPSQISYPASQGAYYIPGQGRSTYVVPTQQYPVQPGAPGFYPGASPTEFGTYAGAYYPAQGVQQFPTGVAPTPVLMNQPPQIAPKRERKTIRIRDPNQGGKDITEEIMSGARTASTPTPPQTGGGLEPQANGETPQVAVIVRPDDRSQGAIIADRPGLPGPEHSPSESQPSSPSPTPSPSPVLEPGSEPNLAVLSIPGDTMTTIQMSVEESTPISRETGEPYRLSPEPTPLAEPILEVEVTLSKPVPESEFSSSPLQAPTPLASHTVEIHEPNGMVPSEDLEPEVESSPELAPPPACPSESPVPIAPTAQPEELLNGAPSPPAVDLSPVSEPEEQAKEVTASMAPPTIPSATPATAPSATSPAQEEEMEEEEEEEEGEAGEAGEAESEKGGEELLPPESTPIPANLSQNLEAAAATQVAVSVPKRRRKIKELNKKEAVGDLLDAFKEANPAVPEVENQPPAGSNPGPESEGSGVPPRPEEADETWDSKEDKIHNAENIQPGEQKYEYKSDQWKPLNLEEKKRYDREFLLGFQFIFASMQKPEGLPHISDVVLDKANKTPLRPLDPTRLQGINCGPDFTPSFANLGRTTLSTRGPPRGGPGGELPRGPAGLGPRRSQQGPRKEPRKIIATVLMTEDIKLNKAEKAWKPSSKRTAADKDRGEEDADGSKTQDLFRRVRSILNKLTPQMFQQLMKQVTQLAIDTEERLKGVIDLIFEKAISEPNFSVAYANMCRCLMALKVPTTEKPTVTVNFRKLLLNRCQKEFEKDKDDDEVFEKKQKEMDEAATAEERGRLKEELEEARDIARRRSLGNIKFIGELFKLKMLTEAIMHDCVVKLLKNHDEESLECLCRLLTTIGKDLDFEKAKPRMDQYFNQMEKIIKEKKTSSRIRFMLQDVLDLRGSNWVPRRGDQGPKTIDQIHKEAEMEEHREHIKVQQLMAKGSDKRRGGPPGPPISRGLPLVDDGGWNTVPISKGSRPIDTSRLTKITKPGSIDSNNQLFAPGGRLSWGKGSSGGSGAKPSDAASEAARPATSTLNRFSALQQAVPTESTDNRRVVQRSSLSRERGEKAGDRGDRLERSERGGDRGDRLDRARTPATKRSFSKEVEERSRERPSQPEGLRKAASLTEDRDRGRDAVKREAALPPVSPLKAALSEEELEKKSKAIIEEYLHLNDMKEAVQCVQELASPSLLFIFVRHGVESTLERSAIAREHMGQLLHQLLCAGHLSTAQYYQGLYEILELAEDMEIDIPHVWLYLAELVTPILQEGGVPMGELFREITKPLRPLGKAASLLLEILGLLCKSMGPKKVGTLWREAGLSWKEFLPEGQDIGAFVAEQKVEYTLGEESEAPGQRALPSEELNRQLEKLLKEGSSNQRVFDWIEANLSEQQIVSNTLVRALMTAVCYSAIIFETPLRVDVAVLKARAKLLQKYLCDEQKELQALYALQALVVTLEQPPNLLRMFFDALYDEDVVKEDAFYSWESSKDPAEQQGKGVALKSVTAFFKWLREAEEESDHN
EBV gp42 inh: Epstein-Barr virus gp42 inhibitors, primary screen, biochemical, uHTS, fluorescence polarization | Glycoprotein 42 (Epstein-Barr virus (strain AG876)), Q1HVG2 | Fluorescence polarization binding assay, mP read-out | inhibition, % (tested at 21.74 µM) | actives 0.42% (n = 220,000) | AID 1085, 2008; in the data active = inhibition above about 50%
KCC2 mod: KCC2 cotransporter modulators, thallium flux, primary screen, cell-based, HEK293 KCC2, FluoZin-2 fluorescence, MLSMR; B-score of Tl+ flux slope (higher = more flux/activation; lower = inhibition) at 10 µM; AID 1456, 2008; KCC2 cells, thallium flux FluoZin-2 fluorescence; actives 2.2% (n = 190,000);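 active = thallium flux slope and its plate-corrected score both differing from the plate sample mean at a set confidence after two filtering rounds, in either direction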;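 note: slope of fluorescence scaled to starting intensity during 10 to 20 s after thallium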
Mdm2 ligase inh: MDM2-luciferase reporter signal enhancers, primary screen, MDM2 E3 ligase inhibitor project, cell-based, luminescence, 1536-well | AID 1230, 2008 | cell-based MDM2 ubiquitination luciferase reporter, 2 h; 0 = plate control, 100 = twice control, blank-subtracted | actives 0.11% (n = 210,000) | signal enhancement, % at 5 µM | E3 ubiquitin-protein ligase Mdm2 (Homo sapiens), Q00987;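 active = signal enhancement of 30% or more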;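 note: luminescence tracks abundance of the self-degrading MDM2-luciferase fusion protein; higher signal means inhibition of MDM2 E3 ligase activity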
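System: stable MDM2–luciferase fusion reporter cells / Input: 2000 cells seeded into each well / Schedule: 4 h settle plus 2 h compound, 37 °C / Compound: single-point 5 µM / Buffer or medium: cells held in DMEM / Benchmarks: control and blank well means / Evaluation: percent signal gain over controls, blank-subtracted / Measured by: luciferase luminescence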
* marks the source's active call; other numbers are inactive results; i = inactive; . = not tested or not shown; [ ] = remark or other dose.

SMILES	m-calpain inh	Rad51 HR inh	L929 necroptosis	TNF necrop inh	PERK inh	eIF4E 4G PPI	EBV gp42 inh	KCC2 mod	Mdm2 ligase inh
Cc1cc(Oc2ccc3ccccc3c2)nc(SCC(=O)c2ccccc2)n1	35	2	-0.1	1.2	-0.7	3	-10	-1.1	-11
Nc1nc(SCC(=O)NN(c2ccccc2)c2ccccc2)n[nH]1	11	18	-0.7	0.0	0.5	-6	-1	0.6	-15
COc1cc([N+](=O)[O-])ccc1NC(=O)Cc1ccc(F)cc1	12	16	0.3	0.3	0.0	1[fluorescence artefact?]	0	-0.51	-17
COc1ccc(S(=O)(=O)N2CCCN(Cc3cccc(F)c3)CC2)cc1	6	.	-0.3	1.6	-0.3	3	-19	-0.35	-9
CN(C(=O)COC(=O)/C=C/c1ccccc1[N+](=O)[O-])c1ccccc1	-18	1	3.7	0.4	0.1	4	-2	-0.0067	1
COc1ccccc1NC(=O)Cn1c(O)c(N=NC(=O)c2ccccc2O)c2ccccc21	-31	.	-1.1	-2.8	0.9	25	14	-1	-5
CCc1ccc(OC(=O)c2ccn(CC)n2)cc1	19	3	-0.3	-2.8	0.4	.	-6	.	-8
O=C(Nc1nnc(SCc2ccc(Cl)cc2)s1)c1ccco1	2	-2	0.6	2.3	0.3	1	-4	.	0
Nc1nonc1C(=O)N/N=C/c1cc(Br)ccc1O	-36	-85	51	-11	1.1	-1	-19	-1.1	-8
CCOC(=O)c1ccc(NC(=O)c2ccc(CO)c(C(=O)NC3CCN(C(=O)OCC)CC3)c2)cc1	-20	6	0.4	-0.4	-0.2	3[fluorescence artefact?]	-1	.	3
COc1nc(C)nc(C)c1Oc1ccc(Cl)cc1Cl	11	17	0.0	-0.5	-0.4	3	-14	-0.85	13
Cc1nn(C)c(C)c1/C=C/C(=O)c1ccccc1	-20	4	0.3	-3.1	-0.3	-12	-29	0.24	-14
Cc1ccccc1OCC(=O)Nc1ccccc1N1CCC(C)CC1	10	-16	0.3	-0.8	0.8	-1	5	0.35	2
COc1cc(NC(=O)Cc2ccccc2)cc(OC)c1	25	5	-0.1	-0.6	1.0	-3	7	-0.1	-15
O=C(Nc1ccc(N=Nc2ccccc2)cc1)c1ccc(Cl)cc1Cl	8	-5	0.0	-1.9	2.1	-2	1	1.6	-9
CCCc1cc(=O)oc2cc(C)cc(OCc3nn[nH]n3)c12	i	2	-0.2	-2.4	0.1	-4	4	-0.024	-3
Cc1cccc(N(CC(=O)NC(C)(C)C)C(=O)CS(=O)CC(=O)Nc2ccc3c(c2)OCO3)c1 (centres undefined)	18	-4	0.8	0.0	-1.0	1	8	-1	-11
Cc1ccc(Sc2cnn(-c3ccccc3)c(=O)c2Cl)cc1	35	-10	-0.4	-11	0.2	2[fluorescence artefact?]	-14	1.2	-10
Cc1nc2ccc(NC(=O)NCc3ccco3)cc2s1	10	-2	0.0	-1.4	0.4	-2	-23	-0.059	-17
CCOC(=O)c1cc(CC)sc1/N=C/C1=C(O)CC(C)(C)CC1=O	11	-1	0.4	3.0	0.2	7	-9	-0.77	-13
NC(=O)c1cccnc1Sc1ccc(Cl)cc1	19	-3	0.5	1.5	1.9	-4	-11	0.29	-11
CC(C)c1ccc(NC(=S)NCc2ccc3c(c2)OCO3)cc1	11	-5	0.8	-0.1	0.3	0	1	-1	-1
O=C(O)CCC(=O)Nc1ccc(Cc2ccc(NC(=O)CCC(=O)O)c(O)c2)cc1O	-5	-5	0.1	0.4	0.6	9[fluorescence artefact?]	-19	-0.063	-10
CCOC(=O)c1c(N2C(=O)Nc3ccccc3N2O)n[nH]c1-c1cccc(Cl)c1	-63	-17	2.1	0.0	0.0	2	-17	0.048	-48
O=C(CN1c2cccc3cccc(c23)S1(=O)=O)NCc1ccc2c(c1)OCO2	-130	-1	0.0	-1.8	-0.4	-3	1	-2.3	-7
c1coc(-c2ccnc(-n3cccc3)n2)c1	10	-3	0.1	-2.3	-0.4	-2	8	0.2	-2
CCOC(=O)CC(NC(=O)c1cccc2c1C(=O)N(Cc1cccnc1)C2)c1ccc(OC(C)C)cc1 (centres undefined)	4	.	-0.7	-3.6	0.1	1	9	-1.7	-22
CCN(CC)c1ccc(/C=N/NC(=O)c2c[nH]c3ccccc23)cc1	-147	5	2.3	-3.5	0.9	0	-15	-1.6	3
COc1ccccc1/C=C/C=N/NC(=O)c1cc(-c2ccco2)[nH]n1	-18	-1	5.4	-1.2	1.7	8	8	-3.3	-9
O=C(COC(=O)c1c(F)cccc1F)Nc1ccc2[nH]c(=O)[nH]c2c1	-65	-26	0.5	0.1	0.8	7	13	0.24	1
O=C(/C=C/c1cccc(C(F)(F)F)c1)Nc1cccc(C(F)(F)F)c1	30	1	24	-16	-0.9	0	8	.	-7
O=C(c1ccc(=O)oc1)N1CCOCC1	-24	.	0.2	0.4	0.6	21	-4	.	-16
Cc1ccc(C(=O)Cn2nnc3ccccc32)cc1C	4	-3	-0.2	5.6	0.5	2	-20	.	-3
CCn1c(SCC(=O)N/N=C/c2ccc(C)o2)nnc1-c1ccc(C)cc1	23	3	0.9	1.9	-0.1	1	-7	0.6	-11
COc1ccc(S(=O)(=O)N2CCCC2C(=O)NCc2ccccc2Cl)cc1 (centres undefined)	-4	5	7.4	0.3	-0.1	0	-25	-1.2	1
Cc1nc(CNS(=O)(=O)c2ccc3ccccc3c2)cs1	1	1	0.9	1.1	0.1	2	-10	-0.051	-37
CCCOC(=O)c1ccc(NC(=O)c2cc(=O)[nH]c3ccccc23)cc1	-10	7	1.7	-1.1	0.2	-7	-4	0.54	-13
CCn1cc(C(=O)NCC2CCCO2)c(=O)c2cc(S(=O)(=O)N(C)C)ccc21 (centres undefined)	10	1	0.1	1.0	0.0	7	-5	-0.093	-19
COc1cccc(N2CCN(CC(=O)Nc3nc4c(s3)CC(C)CC4)CC2)c1 (centres undefined)	13	-5	-0.1	0.5	-1.5	7	-2	.	-15
O=C(O)c1c(-c2ccccc2)c2oc3ccccc3c2[nH]c1=O	i	1	0.6	1.2	1.3	-7	-8	.	.
CCOC(=O)N1CCc2c(sc3c2c(=O)n(Cc2ccccc2)c(=O)n3Cc2ccc(C)cc2)C1	-22	.	.	0.8	-0.4	5	-7	1.3	.
CCCC(c1nnnn1Cc1ccc(F)cc1)N1CCN(CC)CC1 (centres undefined)	-24	9	-0.1	0.4	1.4	-2	-5	-0.56	-4
CCOc1ccc(NC(=O)c2ccccc2OC)cc1	31	.	1.0	-1.1	0.5	0	1	-4.7*	-11
CC(=O)Nc1ccc(S(=O)(=O)Nc2ccc(N3CCOCC3)c(F)c2)cc1	-20	-9	-0.1	-1.1	0.8	0	-22	-0.028	4
Cc1ccc(NC(=O)CSc2ccc(-c3ccc4c(c3)OCO4)nn2)cc1F	-15	4	-0.1	0.9	0.2	0	-9	0.041	-12
COCCN(C(C)=O)c1nnc(-c2ccccn2)s1	-13	7	-0.1	15	0.4	1[fluorescence artefact?]	-11	0.33	4
CCCCNC(=O)C1CCN(S(=O)(=O)N2CCOCC2)CC1	21	.	1.0	-0.8	1.3	0	-11	1.4	-17
CC(=O)Nc1ccc(OCC(O)Cn2nc(C)c(Br)c2C)cc1 (centres undefined)	-7	11	1.1	-0.9	-0.3	2	-6	1.7	.
Cn1c(=O)n(C)c2cc(NS(=O)(=O)c3ccc(Br)s3)ccc21	-16	1	52	-4.6	1.1	-1	-7	-1	-8
CN(C)S(=O)(=O)N1CCC(CCCC2CCN(S(=O)(=O)N(C)C)CC2)CC1	13	-6	0.0	-1.2	-0.5	1	-9	-0.4	-15
N/C(Cc1ccc([N+](=O)[O-])cc1)=N\OC(=O)CC1CCCCC1	-4	-13	0.0	-0.1	1.4	22	-10	0.064	18
CCOc1ccc(C(=O)N2CCCC(c3nc(-c4cccs4)no3)C2)cc1 (centres undefined)	11	12	-1.4	3.7	0.9	0	-8	-1.8	.
O=C(N/N=C/c1ccccc1O)C1(O)c2ccccc2-c2ccccc21	-162	-10	1.5	-0.6	0.3	-2[fluorescence artefact?]	3	0.31	-16
Cc1ccccc1Oc1ccc(Oc2ccccc2C)nn1	16	11	2.5	2.3	1.0	-1	8	-0.95	-3
Cc1c(Cl)cccc1NC(=O)CCC(=O)NNC(=O)c1ccco1	-11	6	1.4	-1.6	1.1	-2	-5	0.017	-1
O=C(Nc1ccc(Cl)c(Cl)c1)Nc1nnc(CC2=CCCCC2)s1	-18	1	7.2	0.2	0.8	-2	7	-0.72	-16
O=C(Cc1cccs1)N1CCCC(c2nc3c(nnn3Cc3ccccc3Cl)c(=O)[nH]2)C1 (centres undefined)	-41	1	-0.5	-0.7	-1.0	1	-3	-3.7*	-10
Cn1c(C(=O)N2CCCC(C(=O)c3ccc(C(F)(F)F)cc3)C2)cc(=O)n(C)c1=O (centres undefined)	-23	10	0.5	-0.2	0.0	0	0	-0.4	-7
Nn1c(N2CCCCC2)nc2ccccc21	13	16	-1.1	-0.5	0.2	-1	-3	-0.97	-25
COCCNc1ccc(S(=O)(=O)N2CCCC2)cn1	1	4	2.5	-0.2	0.4	0	0	-1.1	-7
CCc1nc(SCC(=O)N2c3ccccc3CC2C)c2c(C)c(C)sc2n1 (centres undefined)	30	-4	0.4	-18	1.2	-3	-10	-1.3	-12
COc1cc2c(cc1NC(=O)c1ccc(C)c([N+](=O)[O-])c1)oc1ccccc12	8	9	1.6	1.8	0.9	2	-7	0.54	-8
O=C(NCCC1=CCCCC1)C1CCCN(S(=O)(=O)c2ccc(F)cc2)C1 (centres undefined)	-12	-3	0.2	-0.7	0.4	5	0	-1	-7

Profiles as entered above:
O=C(N/N=C/c1ccccc1O)C1(O)c2ccccc2-c2ccccc21 is listed as m-calpain inh = -162; Rad51 HR inh = -10; L929 necroptosis = 1.5; TNF necrop inh = -0.6; PERK inh = 0.3; eIF4E 4G PPI = -2[fluorescence artefact?]; EBV gp42 inh = 3; KCC2 mod = 0.31; Mdm2 ligase inh = -16
COc1cc2c(cc1NC(=O)c1ccc(C)c([N+](=O)[O-])c1)oc1ccccc12 is listed as m-calpain inh = 8; Rad51 HR inh = 9; L929 necroptosis = 1.6; TNF necrop inh = 1.8; PERK inh = 0.9; eIF4E 4G PPI = 2; EBV gp42 inh = -7; KCC2 mod = 0.54; Mdm2 ligase inh = -8

Compound activity deposited in PubChem by several laboratories.
